Smad3 FoxH1 inh: Smad3 (human) transcription factor binding inhibition | TR-FRET Smad3/Dy647-FoxH1 peptide binding, europium anti-His | inhibition, % at 25 µM | 88,000 tested, 0.29% active | AID 630;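 active = compounds that reduce the energy-transfer binding signal between the protein and its labelled peptide by more than half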;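 note: 0% = Smad3 plus labelled peptide maximal FRET and 100% = peptide-only background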
Target sequence (P84022 whole entry, looked up): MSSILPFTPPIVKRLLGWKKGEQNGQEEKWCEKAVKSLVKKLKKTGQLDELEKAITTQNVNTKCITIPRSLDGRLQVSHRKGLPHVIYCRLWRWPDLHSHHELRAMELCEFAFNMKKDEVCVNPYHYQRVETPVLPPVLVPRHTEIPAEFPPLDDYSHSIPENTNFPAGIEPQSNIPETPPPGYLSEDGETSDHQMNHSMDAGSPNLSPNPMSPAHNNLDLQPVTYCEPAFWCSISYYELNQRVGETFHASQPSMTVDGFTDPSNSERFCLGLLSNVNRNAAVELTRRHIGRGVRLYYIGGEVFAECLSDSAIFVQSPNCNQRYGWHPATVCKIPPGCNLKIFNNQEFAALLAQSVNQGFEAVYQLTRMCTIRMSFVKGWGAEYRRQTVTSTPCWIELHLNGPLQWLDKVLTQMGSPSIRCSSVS
CD11b adhes enh: CD11b/CD18-fibrinogen binding enhancement; P05107+P11215; activation, % at 10 µM; K562 CD11b/CD18 adhesion to fibrinogen, ATPlite luminescence; 93,000 tested, 0.07% active; AID 1499;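 active = 10 µM primary screen giving 50% or more activity, confirmed by 40% or more on retest at that dose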; note: strong numbers were not always called active; reference of the scale not given here
ERb SRC1 inh: ER-beta (human) coactivator binding inhibition; TR-FRET ER-beta LBD / SRC1-Cy5 peptide binding; receptor agonist-loaded with 1 µM estradiol; inhibition, % at 25.6 µM; 86,000 tested, 1.3% active; AID 633;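 active = compounds whose percent inhibition of the receptor-coactivator binding signal exceeds about 50% in the single-dose screen, limit read from the data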;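 note: 0% = receptor plus peptide wells without compound and 100% = peptide-only wells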
Target sequence (Q92731 whole entry, looked up, the tested form may be a part): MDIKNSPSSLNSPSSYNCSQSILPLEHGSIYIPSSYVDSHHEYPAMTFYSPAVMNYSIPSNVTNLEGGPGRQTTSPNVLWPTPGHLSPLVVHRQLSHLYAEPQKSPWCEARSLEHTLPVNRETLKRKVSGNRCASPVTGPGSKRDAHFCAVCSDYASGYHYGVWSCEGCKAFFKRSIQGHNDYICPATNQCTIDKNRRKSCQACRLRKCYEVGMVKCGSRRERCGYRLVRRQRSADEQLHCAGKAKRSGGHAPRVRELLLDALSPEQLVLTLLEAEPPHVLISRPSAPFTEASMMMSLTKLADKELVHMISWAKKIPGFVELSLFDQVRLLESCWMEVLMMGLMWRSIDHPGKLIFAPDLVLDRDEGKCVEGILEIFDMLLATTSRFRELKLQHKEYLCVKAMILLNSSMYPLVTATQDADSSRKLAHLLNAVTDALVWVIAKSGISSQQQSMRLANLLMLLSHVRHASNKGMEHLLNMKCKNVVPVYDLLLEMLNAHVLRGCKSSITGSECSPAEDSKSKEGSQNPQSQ
MT1-MMP txn act: MT1-MMP promoter transcription activation | HT1080 MT1-MMP promoter luciferase reporter, luminescence, overnight; active compounds read high | activation factor at 10 µM | 86,000 tested, 0.16% active | AID 750;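 active = activation factor of at least 2 for MT1-MMP transcription at 10 µM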
CD11b adhes inh: inhibitors of human CD11b/CD18 binding to fibrinogen; inhibition, % at 10 µM; P05107+P11215; K562 CD11b/CD18 adhesion to fibrinogen, ATPlite luminescence; Mn2+ added to activate the integrin; 93,000 tested, 0.54% active; AID 1497;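 active = primary inhibition of 50% or more at 10 µM, then 40% or more on retest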; note: some results filed as inactive read as strong as hits
Candida biofilm: kills Candida albicans biofilms | C. albicans biofilm + clotrimazole, Alamar Blue | inhibition, % at 6 µM | 85,000 tested, 0.14% active;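 active = inhibition above 20%; inactive = inhibition below 20%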;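 note: preformed 24 hr biofilms exposed to compound for 48 hr; 0% = biofilm without compound and 100% = blank killed by clotrimazole plus chlorhexidine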
sEH act: increases human soluble epoxide hydrolase activity. purified human sEH enzymatic activity, activator screen. activation, % at 2 µM. 91,000 tested, 0.04% active. P34913. AID 717; in the data active = activation above about 37%; note: values of inactives mirror those of a sister screen read the other way
ERa SRC1 pot: enhances coactivator binding to human estrogen receptor alpha | 86,000 tested, 1.3% active | coactivator binding (% of control), % at 25.6 µM | TR-FRET ERalpha-LBD/SRC-Cy5 coactivator binding, 2 h; 100 = basal binding, no effect | AID 639 | P03372; in the data active = activity above about 200%;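 note: binding measured in presence of low estradiol as agonist stimulus; 0% = peptide alone without receptor and 100% = receptor with peptide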
sEH inh: soluble epoxide hydrolase (human) inhibition. P34913. recombinant human sEH enzymatic activity assay. inhibition, % at 2 µM. 91,000 tested, 0.34% active. AID 707; in the data active = inhibition above about 80%; note: values of inactives mirror those of a sister screen read the other way; many of its hits are not listed in these tables
The depositor's hits bear a star; . = not tested or not shown; [ ] = remark or other dose.

Values run as follows: Smad3 FoxH1 inh, CD11b adhes enh, ERb SRC1 inh, MT1-MMP txn act, CD11b adhes inh, Candida biofilm, sEH act, ERa SRC1 pot, sEH inh
> O=C(CC1CCCCC1)OCn1nnc2ccccc2c1=O
→ 11, -4, -2, ., -26, 7, 8, 112, -8
> Cc1ccccc1NC(=O)N1C2CCCC1CC(NC(=O)C1CC1)C2 (stereo unspecified)
→ -3, -2, 0, 0.9, -2, 2, -5, 114, 8
> Cc1c(S(=O)(=O)N2CCc3ccccc3C2)c(=O)n(C)c(=O)n1C
→ 2, 1, 14, 1.1, -40, -5, 8, 112, -9
> Clc1cccc(CSc2nc3ccncc3[nH]2)c1
→ -2, 2, -5, ., 17, 5, 2, 98, -4
> Cc1cccc(C)c1NC(=O)C(c1ccccc1)N1CCC1=O (stereo unspecified)
→ ., 3, ., ., 3, ., -2, ., 2
> Cc1cc(C)c(-n2c(C)cc(/C=C3/NC(=O)NC3=O)c2C)c(C)c1
→ 18, ., -4, 1, ., 3, 3, 67[fluorescence artefact?], -3
> CCOc1ccc(-c2nnn(CC(=O)NCCc3c[nH]c4ccccc34)n2)cc1
→ ., -3, ., ., -4, ., -8, ., 10
> O=C(CSc1nnc(Cc2ccccc2)n1C1CCCCC1)N1CCOCC1
→ ., 5, ., 1.4, -20, ., -3, ., 5
> CC(=O)Nc1cccc(C(=O)/C=C/c2ccco2)c1
→ ., -5, ., ., 7, ., -2, ., 2
> CCOc1ccc(OCC)c(C2C(C#N)=C(N)N(c3cccnc3)C3=C2C(=O)CC(C)(C)C3)c1 (stereo unspecified)
→ 12[fluorescence artefact?], -1, -9, 1.2, 16, 7, 0, 99, 0

Nothing new here: entries from further up.
Values run as follows: Smad3 FoxH1 inh, CD11b adhes enh, ERb SRC1 inh, MT1-MMP txn act, CD11b adhes inh, Candida biofilm, sEH act, ERa SRC1 pot, sEH inh
> O=C(CC1CCCCC1)OCn1nnc2ccccc2c1=O
→ 11, -4, -2, ., -26, 7, 8, 112, -8
> Cc1ccccc1NC(=O)N1C2CCCC1CC(NC(=O)C1CC1)C2 (stereo unspecified)
→ -3, -2, 0, 0.9, -2, 2, -5, 114, 8
> Cc1c(S(=O)(=O)N2CCc3ccccc3C2)c(=O)n(C)c(=O)n1C
→ 2, 1, 14, 1.1, -40, -5, 8, 112, -9

The list goes on.
Values run as follows: Smad3 FoxH1 inh, CD11b adhes enh, ERb SRC1 inh, MT1-MMP txn act, CD11b adhes inh, Candida biofilm, sEH act, ERa SRC1 pot, sEH inh
> O=C(CN1CCCc2ccccc21)NC(=O)NCc1ccco1
→ -3, 2, 30, 1.2, -2, 12, 7, 75, -10
> CCC(Sc1nc(=O)cc(N)n1CCc1ccccc1)C(=O)Nc1cc(C)on1 (stereo unspecified)
→ ., -3, ., 1.1, -1, ., -4, ., 4
> Cc1ccc(-c2nnn(CC(=O)N(c3ccc(F)cc3)C(C(=O)NC(C)(C)C)c3ccco3)n2)o1 (stereo unspecified)
→ 9, ., -11, 1.1, ., 3, -1, 99, 6
> COc1ccc(CCNC(=O)CCn2cccc2)cc1OC
→ ., -4, ., 1.1, 2, ., -7, ., 11
> Cc1ccc(NC(=O)c2ccccc2Cl)c(Cl)c1
→ ., -1, ., ., 5, ., -11, ., 13
> O=C(NCCN1CCOCC1)c1cc2ccccc2[nH]1
→ 6, ., -9, 0.9, ., 7, 7, 121, -9
> Cc1ccoc1C(=O)NCc1occc1C(=O)O
→ 13, -2, 15, 1, -18, 1, ., 85, .
> c1ccc(OCCCN2CCCC2)cc1
→ 4, 3, 1, 1, -25, -4, -4, 111, 1
> COCCn1c(CN2CCN(C)CC2)nc2c1c(=O)n(C)c(=O)n2C
→ 11, 2, -6, 1, -7, 15, ., 103, .
> CCN(CC)CCn1c(NC(=O)c2ccc(Cl)cc2)nc2ccccc21
→ 6, -3, 2, 1.2, 4, -2, 1, 112[fluorescence artefact?], -1
> COc1ccc2c(c1)c1ncn(CCCN3CCOCC3)c(=O)c1n2C
→ -10, 2, -11, 1.1, 8, 7, -5, 93[fluorescence artefact?], 4
> O=C(NC(=S)NNC(=O)c1ccccc1[N+](=O)[O-])c1ccccc1
→ 1, ., -5, 1.1, ., 9, -6, 71, 8
> COc1ccc(NC(=O)Nc2ccc3nc(C)c(C)nc3c2)cc1
→ 12, -1, -27, 0.9, 5, -2, -59, 89, 57
> Cc1cc(NC(=O)c2cccc(N3C(=O)CCC3=O)c2)no1
→ 2, -4, 22, 1.2, -14, 4, 11, 107, -12
> CCOc1cc(S(=O)(=O)NCCc2ccc(OC)c(OC)c2)c(OCC)cc1-n1cnnn1
→ -3, -2, -11, 1.1, -6, 2, 1, 105, -3
> CCCCC(=O)c1c(C)cc(C)[nH]c1=O
→ 6, -1, 3[fluorescence artefact?], 1, -16, 4, ., 112, .
> CCCCN(C(=O)NC(=O)Nc1ccccc1C)S(C)(=O)=O
→ -9, ., -4[fluorescence artefact?], 1.1, ., 4, 1, 93[fluorescence artefact?], -2
> O=C(CSc1nnc(-c2ccco2)n1Cc1ccccc1)NC(=O)NCc1ccccc1
→ -2, -3, -8, 1, -11, 8, 21, 109, -23
> Cc1[nH]nc2c1C(CCc1ccccc1)C(C#N)=C(N)O2 (stereo unspecified)
→ -1, 1, 1, 1.2, -6, 9, ., 113, .
> CSc1nc(SCC(=O)NC(c2ccccc2)c2ccccc2)c2c3c(sc2n1)CN(C)CC3
→ -15, 21, 23[fluorescence artefact?], 1.2, 1, 6, 14, 157, -13

As entered above:
Value for `COc1ccc2c(c1)c1ncn(CCCN3CCOCC3)c(=O)c1n2C` in CD11b adhes enh: 2
Value for `CSc1nc(SCC(=O)NC(c2ccccc2)c2ccccc2)c2c3c(sc2n1)CN(C)CC3` in ERa SRC1 pot: 157
Value for `CCCCC(=O)c1c(C)cc(C)[nH]c1=O` in ERa SRC1 pot: 112

Carrying on.
Values run as follows: Smad3 FoxH1 inh, CD11b adhes enh, ERb SRC1 inh, MT1-MMP txn act, CD11b adhes inh, Candida biofilm, sEH act, ERa SRC1 pot, sEH inh
> CCN1C(=O)N(CN2CCOCC2)C2C1N(CN1CCOCC1)C(=O)N2CC (stereo unspecified)
→ 1, 3, 1, 1.1, -11, 10, ., 104, .
> COc1cc(CO)cc(-c2cc(CO)cc(OC)c2OC)c1OC
→ 10, -1, -12, 0.9, -1, 2, -10, 116, 10
> COC(=O)c1ccc2c(=O)n(CCCCCC(=O)N3CCN(c4ccc(F)cc4)CC3)c(=O)[nH]c2c1
→ -6, -3, -10[fluorescence artefact?], 1.2, -22, 1, -6, 143, 6
> CCN(CC)C(=O)CSc1nnc(-c2ccc(F)cc2)n1N
→ 9, 3, 1[fluorescence artefact?], 1.1, -25, 3, ., 134, .
> CCCn1c(N)c(C(=O)CSc2nc(C)cs2)c(=O)[nH]c1=O
→ -2, 2, 6, 1.1, -5, 0, -6, 85, 6
> COC(=O)C(C)N(C#N)c1nc(C)nc(C)n1 (stereo unspecified)
→ -1, -5, -1, 1.3, 4, 4, ., 98[fluorescence artefact?], .
> c1ccc(C2=NCCCN2)cc1
→ 4, 0, -1, 0.9, 22, 2, 7, 101, -10
> COc1ccc(-c2cc(C(F)(F)F)nc(SCCC(=O)Nc3cc(C)on3)n2)cc1
→ -1, -1, 12, 1.2, 1, -1, ., 121, .
> Cn1c(=O)cc(-c2ccccc2)c2ccccc21
→ 5, 1, -4, 1.3, -12, 6, -8, 113[fluorescence artefact?], 10
> O=C(CSCc1ccccc1)N1CCN(c2cccc(C(F)(F)F)c2)CC1
→ 8, 5, -3, 1, 17, 4, 8, 108, -8

Reprinted at random: three entries already listed.
Values run as follows: Smad3 FoxH1 inh, CD11b adhes enh, ERb SRC1 inh, MT1-MMP txn act, CD11b adhes inh, Candida biofilm, sEH act, ERa SRC1 pot, sEH inh
> COC(=O)C(C)N(C#N)c1nc(C)nc(C)n1 (stereo unspecified)
→ -1, -5, -1, 1.3, 4, 4, ., 98[fluorescence artefact?], .
> COc1ccc(-c2cc(C(F)(F)F)nc(SCCC(=O)Nc3cc(C)on3)n2)cc1
→ -1, -1, 12, 1.2, 1, -1, ., 121, .
> CCCn1c(N)c(C(=O)CSc2nc(C)cs2)c(=O)[nH]c1=O
→ -2, 2, 6, 1.1, -5, 0, -6, 85, 6

Next part:
Values run as follows: Smad3 FoxH1 inh, CD11b adhes enh, ERb SRC1 inh, MT1-MMP txn act, CD11b adhes inh, Candida biofilm, sEH act, ERa SRC1 pot, sEH inh
> COc1ccccc1-n1c(SCC(N)=O)nc2c(c1=O)SCC2
→ 0, 2, -4, 1.1, -36, 12, 5, 98, -6
> Cc1ccc(S(=O)(=O)C2(C(=O)N3CCCC(C)C3)CC2)cc1 (stereo unspecified)
→ -6, 13, -2, 1.2, 10, 2, 5, 107, -7
> O=C(c1ccco1)N1CCN(C(=O)c2cnn3c(C(F)(F)F)cc(-c4cccs4)nc23)CC1
→ 1, 7, 2, 1.1, -11, 2, 9, 82, -8
> COCC(=O)NCc1ccc2c(c1)cc(C)n2C
→ -5, ., -34, 1.1, ., 1, ., 95, .
> CC(C)N=Cc1c(O)[nH]c2ccccc12
→ 13, 6, 39, 1.1, -5, 7, -2, 58, 2
> CCCc1ccc(OCc2ccc(C(=O)N3CCN(c4ccccn4)CC3)o2)c(OC)c1
→ -4, 7, 3, 1.3, 33, -1, -9, 108, 10
> NC(=O)c1ncc(C(F)(F)F)cc1Oc1ccc(C(F)(F)F)cc1
→ 6, -2, 0, 1.4, -8, 6, -5, 108[fluorescence artefact?], 6
> Cc1ccc2[nH]c(=O)c(C(c3nnnn3C3CCCC3)N3CCCc4ccccc43)cc2c1 (stereo unspecified)
→ 4, ., -7, 1.1, ., 1, 0, 92, 1
> COc1ccc(N2C(=O)CS/C2=C\[N+](=O)[O-])cc1
→ ., 2, ., ., 19, ., 12, ., -9
> COc1cc(Cl)c(S(=O)(=O)N2CCN(Cc3ccc4c(c3)OCO4)CC2)cc1Cl
→ 4, 0, 0, ., 6, 6, ., 104, .
> Oc1ccc(C2N=C(c3ccccc3)NC(c3ccccc3)=N2)cc1
→ -7, -2, -9, 1.1, 4, -3, 7, 106, -6
> CCN=c1sc(C(=O)NCCc2ccccc2)cc(=O)n1CC
→ 11, -2, -5, 1, 12, 4, -59, 89, 59
> CCN(CC)S(=O)(=O)c1ccc2[nH]cc(C(=O)NCCc3ccccc3)c(=O)c2c1
→ -6, ., 51*[fluorescence artefact?], 1.1, ., 0, -6, 93[fluorescence artefact?], 6
> COc1ccccc1-c1nnc(SCc2nc3ccccc3[nH]2)n1C
→ -6, 1, -2, 1.2, -12, 5, 3, 106, -4
> CCOC(=O)c1sc(=S)n(-c2ccccc2Cl)c1SC
→ ., 2, ., ., 1, ., -1, ., -2
> N#Cc1c(-c2ccccc2)cc(C2CC2)nc1N
→ -2, 2, -6, 1, -5, -6, ., 101, .
> COc1nc(-c2ccc(C)cc2)ccc1-c1noc(-c2cccnc2)n1
→ 3, 0, 5, 1.1, -10, 7, ., 557*[fluorescence artefact?], .
> CCOc1ccccc1Nc1nnc(SCc2ccc(C(=O)OC)o2)s1
→ 11, 1, 8, 1, 3, 7, 2, 97, -6

The list is partial. The share of hits here may be higher or lower than overall.
